CHT block: inhibitors of human choline transporter CHT | Q9GZV3 | CHT-expressing cells, membrane potential dye, choline response; active compounds read low | B-score at 10 µM | 310,000 tested, 0.86% active;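 active means B-score over 3 SD under the library average, and starting fluorescence ratio not unusually high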;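 further: choline stimulus applied at its EC90 after an EC20 pre-addition; B-score computed on integrated fluorescence ratio after choline addition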
Target sequence (Q9GZV3 whole entry, looked up): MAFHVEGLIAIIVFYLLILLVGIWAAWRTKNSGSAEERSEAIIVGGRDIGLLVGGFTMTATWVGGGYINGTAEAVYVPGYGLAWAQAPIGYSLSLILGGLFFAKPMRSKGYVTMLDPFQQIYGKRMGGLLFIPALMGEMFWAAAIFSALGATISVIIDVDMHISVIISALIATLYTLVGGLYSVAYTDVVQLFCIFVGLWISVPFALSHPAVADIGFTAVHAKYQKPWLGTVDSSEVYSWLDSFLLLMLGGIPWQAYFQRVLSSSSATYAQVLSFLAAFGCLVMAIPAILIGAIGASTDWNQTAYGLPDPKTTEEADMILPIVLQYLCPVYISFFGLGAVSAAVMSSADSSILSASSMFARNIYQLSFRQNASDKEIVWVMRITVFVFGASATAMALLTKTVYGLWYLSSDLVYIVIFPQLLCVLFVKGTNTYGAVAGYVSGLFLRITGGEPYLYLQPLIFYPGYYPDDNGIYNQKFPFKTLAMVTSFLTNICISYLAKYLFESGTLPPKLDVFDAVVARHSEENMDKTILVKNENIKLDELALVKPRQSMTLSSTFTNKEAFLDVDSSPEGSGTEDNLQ
CHT PAM: human CHT allosteric activation. 310,000 tested, 0.49% active. CHT-expressing cells, membrane potential dye, choline EC20; active compounds read high; LV-AA mutant CHT in HEK293 cells. Q9GZV3. B-score at 10 µM. AID 488977;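 active means initial fluorescence not abnormally high and integrated response B-score, plate-corrected, over 3 SD above library mean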
* marks the source's active call; other numbers are inactive results; i = inactive. Compounds as they come; any-hit rate near 1.4%.

mol	CHT block	CHT PAM
CCOC(=O)COc1ccc(S(=O)(=O)c2ccc(OCC(=O)OCC)cc2)cc1	i	i
Cn1c(N)c(C(=O)COc2ccc(Cl)cc2Cl)c(=O)n(C)c1=O	i	i
COc1cc(OC)cc(-n2nnnc2SCC(=O)NCCc2ccc(OC)c(OC)c2)c1	i	i
C/C(=N\O)C(=O)OC1CC(C)CCC1C(C)C (centres undefined)	i	i
Cc1onc(-c2c(F)cccc2Cl)c1C(=O)NCc1ccco1	i	i
COc1ccc(-c2ccc(S(=O)(=O)n3nc(OC(=O)c4cccs4)cc3N)cc2)cc1	i	i
COC(=O)c1ccc(NC(=S)NN2CCCCC2c2cccnc2)cc1 (centres undefined)	i	i
Cc1ccc(C(=O)NCCONC(=O)c2ccc(C)cc2)cc1	i	i
COC(=O)c1ccc(NS(=O)(=O)c2ccc(Cl)cc2)o1	i	i
CCn1c(CNC(=O)c2ccc(F)cc2)cc2ccccc21	i	i
O=C(NC1CC1)C1CCN(C2CCN(C(=O)Cc3ccc(F)cc3)CC2)CC1	i	i
Cc1cc(CNC(=O)C2CCC(=O)N(CCc3ccc(Cl)cc3)C2)no1 (centres undefined)	i	i
CCOc1ccc(S(=O)(=O)NCCc2cn3ccccc3n2)cc1	i	i
CCn1cc([N+](=O)[O-])c(C(=O)N2N=C(c3ccc4ccccc4c3)CC2c2ccccc2O)n1 (centres undefined)	i	i
COc1ccc(/C=C2\SC(=Nc3ccccc3)NC2=O)cc1	i	i
N#Cc1cc(-c2ccccc2)cn(Cc2c(Cl)cccc2Cl)c1=O	i	i
O=C(c1noc2c1CCCC2)N1CCc2ccccc2C1	i	i
O=C(CSc1ccc2nnc(-c3ccccc3)n2n1)N1CCCc2ccccc21	i	i
C=CCSc1nsc(NC(=O)Nc2cccc(C(C)=O)c2)n1	i	i
O=[N+]([O-])c1cc(S(=O)(=O)Nc2ccccc2)ccc1NCc1ccccc1	i	i
COc1ccc(CNC(=O)c2ccc[nH]2)cc1	i	i
CCOC(=O)N1CCC(NS(=O)(=O)c2ccc(C)cc2)CC1	i	i
Cn1cc(C(=O)N/N=C/c2c(O)ccc3ccccc23)ccc1=O	i	i
CCCCCC1CC(CC(=O)Nc2nncs2)C(=O)O1 (centres undefined)	i	i
Cc1ccc(C2(c3noc(CN(C)CC4CCCCO4)n3)CCCC2)cc1 (centres undefined)	i	i
O=C(Cn1c2ccc(F)cc2c2nc3n(c(=O)c21)CCS3)Nc1ccccc1F	i	i
CC(=O)c1c(C)[nH]c(C(=O)N2CCCC(C)C2)c1C (centres undefined)	i	i
Cc1ccccc1NC1=C(Cl)C(=O)OC1OC(=O)c1ccco1 (centres undefined)	i	i
Cc1cccc(OCCC(=O)NCC(c2ccco2)N2CCCCC2)c1 (centres undefined)	i	i
Cn1c(=NC(=O)c2ccccc2[N+](=O)[O-])sc2cc(S(C)(=O)=O)ccc21	i	i
CCn1c(SCC(=O)c2ccc(Br)cc2)nnc1C(C)NC(=O)Cc1ccc(OC)cc1 (centres undefined)	i	i
Cc1ccc(-c2cc(C(=O)N/N=C/c3ccc(Cl)cc3)n[nH]2)o1	i	i
CC(C)c1nnc(NC(=O)C2CCN(S(=O)(=O)c3ccc(-n4cnnn4)cc3)CC2)s1	i	i
COc1ccc(Br)cc1C1CC(=O)N2CN(C)CSC2=C1C#N (centres undefined)	i	i
CC(C)(C)NS(=O)(=O)c1ccc2nc(NC(=O)Cc3cccs3)sc2c1	i	i
O=C(Cn1nnc(-c2ccccc2)n1)Nc1cccc(S(=O)(=O)N2CCOCC2)c1	i	i
O=C(c1cccc(F)c1)N1C2C=CC(C2)C1(C(F)(F)F)C(F)(F)F (centres undefined)	i	i
O=C(COc1ccc(S(=O)(=O)N2CCOCC2)cc1Cl)NC1CCCCC1	i	i
O=C(NCC1(N2CCCCC2)CCCCC1)c1ccc(S(=O)(=O)N2CCCC2)cc1	i	i
CSCC[C@H](NC(=O)OC(C)(C)C)C(=O)N1CCC(C(=O)N[C@@H](C)C(=O)NC(C)c2ccccc2)CC1 (some centres undefined)	i	i
Cn1c(/C(C#N)=C/c2ccc(-c3ccc(S(N)(=O)=O)cc3)o2)nc2ccccc21	i	i
O=C(NC1CCCCC1)C(Cc1ccccc1)N1C(=O)C2C3CCC(C3)C2C1=O (centres undefined)	i	i
Cc1ccc(NC(=O)C2CC2C)c(Cl)c1 (centres undefined)	i	i
S=c1[nH]nc(-c2ccccn2)n1/N=C/c1ccc(Cl)c(Cl)c1	i	i
CCN(CCCNC(=O)c1c(C)cc(=O)oc1C)c1cccc(C)c1	i	i
Cc1cc(C)n2c(SCc3nnc(-c4cccs4)o3)nnc2n1	i	i
Cc1cc2ccccc2c(=O)n1CC(=O)NCC(=O)N1CCCC(C)C1 (centres undefined)	i	i
COc1ccc(NC(=O)COc2ccc(C(=O)OCC(=O)N(C)C3CCS(=O)(=O)C3)cc2OC)cc1 (centres undefined)	i	i

The results go on:
Structure	CHT block	CHT PAM
COc1ccccc1NC(=O)Nc1nn(C)c2cccc(OC)c12	i	i
Cc1oc2cc(O)ccc2c(=O)c1-c1cnn(-c2ccccc2)c1	i	i
CC(C)[C@H](NC(=O)[C@@H]1Cc2ccccc2CN1)C(=O)Nc1ccc2c(c1)OCCO2	i	i
O=C(CCc1nc(-c2ccccc2)no1)NCCc1ccccc1	i	i
COc1cc2[nH]ccc(=O)c2cc1OC	i	i
COc1ccc(-n2c(SCC(=O)N/N=C/c3ccccc3OCC(=O)O)nc3ccccc3c2=O)cc1	i	i
CCOc1c(OC(C)=O)ccc(/C=C/c2ccc3cccc(OC)c3n2)c1[N+](=O)[O-]	i	i
O=C(c1ccco1)N1CCN(/C(=N/S(=O)(=O)c2cccs2)c2ccccc2Cl)CC1	i	i
Cc1nc(NC(=O)CSc2nnc(C3CC3)n2C)sc1C(=O)N(C)C	i	i
CCN1CCN(Cc2c(O)ccc3c(C)cc(=O)oc23)CC1	i	i

Some of the entries so far, with two lines to a compound:
Each structure is followed by: CHT block | CHT PAM
CCOc1c(OC(C)=O)ccc(/C=C/c2ccc3cccc(OC)c3n2)c1[N+](=O)[O-]
  i | i
O=C(c1ccco1)N1CCN(/C(=N/S(=O)(=O)c2cccs2)c2ccccc2Cl)CC1
  i | i

Continuation.
Structure	CHT block	CHT PAM
CCCn1c(SCC(=O)OCc2ccccc2)nc2c1c(=O)n(C)c(=O)n2C	i	i
N#Cc1ccc(OCC(O)CN2CCC(C(O)(c3ccccc3)c3ccccc3)CC2)cc1 (centres undefined)	i	i
CCn1c(SCc2ccccc2)nnc1C1CCCCC1	i	i
CN(N)c1nc(-c2ccccc2)cc(-c2ccccc2)n1	i	i
O=C(O)C(NS(=O)(=O)c1ccc(F)cc1)c1ccccc1 (centres undefined)	i	i
Cc1ccc(Cl)c(OCCCN(C)Cc2ccccc2)c1	i	i
Cc1cc(OCCN2CCCC2)cc(C(C)C)c1	i	i
Cc1nn(-c2ccc(N3CCOCC3)nn2)c(C)c1CCC(=O)Nc1ccccc1	i	i
COc1ccc(CCN=C(N)Nc2nc(C)cc(C)n2)cc1	i	6.5*
Cc1ccc(S(=O)(=O)Nc2nncs2)cc1	i	9.5*

Next part; the last 3 above are carried over.
Structure	CHT block	CHT PAM
Cc1nn(-c2ccc(N3CCOCC3)nn2)c(C)c1CCC(=O)Nc1ccccc1	i	i
COc1ccc(CCN=C(N)Nc2nc(C)cc(C)n2)cc1	i	6.5*
Cc1ccc(S(=O)(=O)Nc2nncs2)cc1	i	9.5*
CCN(CC)CCCNc1nc2cc(OC)c(OC)cc2c2nc(-c3cccnc3)nn12	i	i
O=C(Nn1c(-c2ccncc2)nc2ccccc2c1=O)c1ccccc1Br	i	i
CN(CC(=O)N1CCN(c2ccccc2F)CC1)S(=O)(=O)c1cnc[nH]1	i	i
Cc1cccc(C(=O)Nc2ccccc2C(=O)NCc2ccco2)c1	i	i
COc1cccc2c1OCC(C(=O)NCc1ccc(Cl)cc1Cl)=C2	i	i
O=C(CCc1ccccc1F)N1CCN(c2ccccc2)CC1	i	i
N#Cc1c(NC(=O)CSc2nc(-c3ccccc3)cc(C(F)(F)F)n2)sc2c1CCC2	i	i
Cc1ccc(NC(=O)CN(C)C(=O)CSc2nncn2C)cc1	i	i
c1ccc(NC2=Nc3ccccc3CS2)cc1	i	i
Cc1ccc(-c2nc3cnccn3c2Nc2ccc3c(c2)OCO3)o1	i	i
Cc1cc(C)c2nc(NC(=O)c3ccco3)sc2c1	i	i
CC(C)CCC1(C)NC(=O)N(CC(=O)c2ccc[nH]2)C1=O (centres undefined)	i	i
CCN1CCCC1CNC(=O)CN(C)S(=O)(=O)c1ccc(Cl)cc1 (centres undefined)	i	i
O=C(c1cc2ccccc2cc1O)N1CCN(c2ccccn2)CC1	i	i
COc1ccc(CC2NCCC3=CC(=O)CCC32)cc1O (centres undefined)	i	i
CCn1c(SCC(=O)Nc2nccs2)nnc1-c1ccncc1	i	i
NS(=O)(=O)c1ccc(N2CCCC2=O)c([N+](=O)[O-])c1	i	i
COc1ccc(S(=O)(=O)N(C)CC(=O)Nc2ccccc2C(F)(F)F)cc1Cl	i	i
COc1ccc(NC(=O)c2ccccc2Oc2ccccc2)c(OC)c1	i	i
COC(=O)c1ccc(S(=O)(=O)NC(C)(C)C)n1C	i	i
COC(=O)Cc1ccc(NC(=O)c2ccc(Br)o2)cc1	i	i
COc1ccc(C(=O)NNC(=O)Cc2ccc([N+](=O)[O-])cc2)cc1	i	i
CC(=O)N1c2ccccc2CCc2ccc([N+](=O)[O-])cc21	i	i
COc1cccc(NC(=O)N2CCCC2C(=O)Nc2ccc3c(c2)OCCO3)c1 (centres undefined)	i	i
COc1ccc(C2=NN(C(=O)c3ccncc3)C(c3ccccc3O)C2)cc1 (centres undefined)	i	i
COc1ccc(CNCCC(c2ccccc2)c2ccc3c(c2)OCO3)cc1 (centres undefined)	i	i
O=C(N=Nc1c(O)[nH]c2ccccc12)c1cc(NS(=O)(=O)c2cccs2)cc(NS(=O)(=O)c2cccs2)c1	i	i
O=S(=O)(Nc1cccc(-c2cn3c(n2)SCC3)c1)c1ccc(F)cc1F	i	i
COCCNC(=S)N1CCN(C)CC1	i	i
O=C(CC1C(=O)NCCN1C(=O)Nc1ccccc1)Nc1cc(Cl)ccc1Cl (centres undefined)	i	i
Cc1nc(C(=O)N2CCCC(Nc3ccc(C)c(C)c3)C2)cs1 (centres undefined)	i	i
CC1=CC(=C(C#N)C#N)c2ccccc2N1C	i	i
O=C(COC(=O)COc1ccccc1)NC1CCCc2ccccc21 (centres undefined)	i	i
CCOc1cc(C)nc(N2CCC(C(=O)Nc3ccccc3OCC)CC2)n1	i	i
Cc1cccc(N2CCN(C(=O)NC3CCCCC3)CC2C)c1 (centres undefined)	i	i
O=C1NC(=O)C(Cc2cccc(Oc3ccccc3)c2)S1 (centres undefined)	i	i
O=C(Nc1ccccc1)C1CC(=O)N(C2CCCCC2)C1 (centres undefined)	i	i
CCC(=O)c1cc(F)c(N2CCN(S(=O)(=O)c3ccccc3)CC2)cc1C	i	i
O=C(Nc1ccncc1)c1cncc(Br)c1	i	i
CN(Cc1ccccc1C#N)S(=O)(=O)c1cccs1	i	i
CCc1cc(C(=O)NNC(=S)NCc2ccccc2)cs1	i	i
CC1CCCCN1C(=O)c1c(Cl)cnn1C (centres undefined)	i	i
Cc1ccc(NC(=O)COC(=O)C2CC(=O)N(Cc3ccccc3)C2)cc1F (centres undefined)	i	i
O=c1c2ccccc2c(C=Nc2cccc(S(=O)(=O)NCc3ccco3)c2)c(O)n1-c1ccc(Cl)cn1	i	i
O=C(c1ccc(-n2cnnn2)cc1)N1CCCCC1	i	i
Cc1ccc(N(CC(=O)Nc2cc(Cl)ccc2Oc2ccccc2)S(C)(=O)=O)cc1C	i	i
O=C(NCCCn1ccnc1)c1cc2ccccc2o1	i	i
O=[N+]([O-])c1cccc(/C=N/Nc2nc(N3CCCCC3)nc(N3CCCCC3)n2)c1	i	i
COc1ccc2[nH]cc(C(=O)CN3CCCCC3)c2c1	i	i
COc1ccc(N2CCN(c3nc4c(C)cccn4c(=O)c3/C=C(\C#N)C(N)=O)CC2)cc1	i	i

Reprinted at random: two records from the list, in no set order.
Structure	CHT block	CHT PAM
Cc1ccc(NC(=O)COC(=O)C2CC(=O)N(Cc3ccccc3)C2)cc1F (centres undefined)	i	i
O=[N+]([O-])c1cccc(/C=N/Nc2nc(N3CCCCC3)nc(N3CCCCC3)n2)c1	i	i

Next part.
Structure	CHT block	CHT PAM
Cc1ccc(Cn2ncc(C)c2N)o1	i	i
O=C(Nc1ccccc1O)c1cccc(NC(=O)c2ccco2)c1	i	i
CC(C)c1ccccc1OCC(=O)Nc1ccccc1C(=O)N1CCOCC1	i	i
Cc1ccc(C)c(OCc2cc(C(=O)N3C[C@@H](C)O[C@@H](C)C3)no2)c1	i	i
CCC(=O)c1cn(CC(=O)Nc2ccccc2F)c2ccccc12	i	i
Oc1oc(-c2ccccc2)nc1C=Nc1ccccc1	i	i
Cc1nnc(NCc2ccncc2)c2ccccc12	i	7.1*
O=C(CSc1nnc2sc3ccccc3n12)NCc1ccc2c(c1)OCO2	i	i
Cc1ccc2oc(C(=O)N3CCN(CC(=O)NC(C)C)CC3)c(C)c2c1	i	i
Cc1cc(C)n(CCCNC(=O)c2ccc(C)c(S(=O)(=O)N3CCOCC3)c2)n1	i	i
Cc1ccc(-c2nc3ncccc3o2)cc1NC(=O)c1ccccc1	-6.7*	i

Screening results as filed in PubChem.
